# Screening results as filed in PubChem BioAssay.
# Insulin prom up = MIN6 insulin promoter up-regulation; AID 1625; 190,000 tested, 0.3% active; MIN6 insulin promoter-GFP reporter, high-content imaging; stronger effect = higher value; z-score at 5 µM;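 active means z-score above 3 at 5 µM with at least 500 cells counted in the well; inconclusive means wells under 500 cells, flagged as cytotoxic or low count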
# human PMI inhibition = MPI enzyme activity inhibition – biochemical, fluorescence intensity, coupled assay, primary screen (AID 1209); 190,000 tested, 0.42% active; inhibition, % at 20 µM; hits with a dose series show IC50 in µM; purified PMI enzyme, coupled fluorescence intensity; higher % means a stronger effect;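 further: plate controls were DMSO vehicle for no effect and wells lacking substrate for full effect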
# MT stabilizer = stabilizes microtubules in HeLa cells; HeLa tubulin immunostaining HCS, 24 h; share of cells brighter than vehicle mean+2SD; % tubulin-high responders, % at 10 µM; 200,000 tested, 0.83% active; AID 2205;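 active means plate Z-score above 3 for both tubulin-high and condensed-nucleus cell shares, with cell loss under 80%, at 10 µM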;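 further: anti alpha tubulin signal scored within the nucleus-defined area of each cell; some results filed as inactive read as strong as hits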
# bCat nuc transl = beta-catenin nuclear translocation modulation | HeLa beta-catenin nuclear translocation, immunofluorescence imaging | nuclear translocation activity, % at 5 µM | 190,000 tested, 0.3% active | AID 1665;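 active means nuclear translocation activity above 50% at 5 µM, with a well cell count of 50 or more; inconclusive means wells under 50 cells across six images, flagged as toxic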;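 further: per-cell ratio of nuclear to cytoplasmic median beta-catenin stain intensity; plate controls were DMSO negative control for no effect and GSK-3 inhibitor IX positive control for full effect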
#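 Signal – beta-catenin immunofluorescence imaging with DAPI · Test system – human HeLa cell line · Dosing – 5 µM primary single dose, 0.1% DMSO, 0.02–20 µM confirmation series · Measure – % activation, nuclear-to-cytoplasmic median beta-catenin signal ratio per cell · Incubation – 24 h compound exposure at 37°C, 5% CO2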
# Yfh1-off respiration = enhancers of respiration in Yfh1-depleted yeast, dose response, Friedreich's ataxia, plus single-dose screen (AID 1465); S. cerevisiae Yfh1-off respiration, WST-1 reduction, 72 h; higher fold induction means a stronger effect; one-dose fold induction at 50 µM; EC50 in µM for titrated hits; 220,000 tested, 0.074% active;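 active means fold induction of absorbance versus untreated yeast above a set limit, then at least 30% activation at any dose in follow-up; inconclusive means repeats straddling the limit, or above it without dose testing; inactive means fold induction below the set limit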;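 further: activators that raise dye reduction in frataxin-depleted yeast; strong numbers were not always called active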
# Autophagy mod = autophagy modulation, high-content screen. calls only at 10 µM (by protocol). MEF GFP-LC3 puncta imaging; test concentration mostly 10 µM. 190,000 tested, 0.98% active;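 active means percentage of spot-positive cells more than 3 SD above its plate mean, without a fluorescence outlier flag or 80% toxicity; inconclusive means no clear call, values can overlap the other calls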;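 further: spot-positive cell cutoff set from DMSO-treated cells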
# Dynein transport = blocks dynein driven cargo transport along microtubules | 220,000 tested, 0.47% active | 3617.4 mouse cells, GR-EGFP nuclear translocation imaging; test concentration mostly 20 µM; stimulated with dexamethasone, 1 µM; stronger effect = lower value | AID 1381 | z-score, hits read low;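 active means plate z-score of nuclear minus cytoplasmic receptor signal below a set negative limit, without overly bright fluorescence or cell loss, cut at about -3.5 in these data, passing the limit was not always enough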;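 further: z-score of nuclear minus cytoplasmic ring GR-EGFP intensity difference per well; some compounds called inactive have numbers as strong as hits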
#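 Medium: Induction medium lacking tetracycline, stripped serum | Probe or stimulus: 1.0 µM final dexamethasone stimulus | Schedule: 48 h induction, then 1 h compound, then 30 min agonist, 37 °C | Signal: Automated 10x imaging of fixed Hoechst-stained cells | Evaluation: Per-cell GR-EGFP intensity, nucleus versus surrounding cytoplasmic ring, well-averaged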
# WT yeast gro inh = growth inhibition of WT yeast, mitochondrial fusion screen; mitochondrial fusion phenotypic screen, WT strain; inhibition, % at 10 µM; 190,000 tested, 2.1% active; in the data active means inhibition above about 58%; tested in S. cerevisiae
# human PMI inhibitors = human PMI inhibitors, high substrate, primary screen, biochemical, fluorescence intensity, high mannose 6-phosphate (AID 1220). recombinant PMI enzyme, coupled fluorescence intensity; higher % means a stronger effect. inhibition, % at 20 µM, or IC50 in µM where a hit was titrated. 190,000 tested, 0.66% active
# WT yeast gro inh mutant strain = second read-out of WT yeast gro inh, no call of its own (marks repeat the call); inhibition, %; mitochondrial fusion phenotypic screen, mutant strain inhibition
# Dynein transport cytoplasmic EGFP = recorded beside Dynein transport, whose call it bears; z-score; measured here: cytoplasmic GR-EGFP intensity; stronger effect = higher value
# Dynein transport nuclear GR-EGFP = recorded beside Dynein transport, whose call it bears; z-score; measured here: nuclear GR-EGFP intensity;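 lower value marks the stronger effect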
# Dynein transport cell count = further read-out of Dynein transport, marked with its call; z-score; measured here: cell count per field
# Insulin prom up cell count = also measured in Insulin prom up; calls as there; cell count; measured here: cytotoxicity, nuclei count;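 total cells summed across four imaged fields per well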
# bCat nuc transl cell count 5 µM = further read-out of bCat nuc transl, marked with its call; cell count; measured here: cell count, cytotoxicity flag
# MT stabilizer Hoechst-high % = further read-out of MT stabilizer, marked with its call; % Hoechst-high responders; measured here: nuclear condensation Hoechst responders;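 share of cells brighter than vehicle mean plus two SD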
# MT stabilizer cytotoxicity % = further read-out of MT stabilizer, marked with its call; toxicity, %; measured here: cytotoxicity by cell density;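 0% = mean cell density of plate MIN control wells and 100% = no cells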
# Autophagy mod cell loss 18 h = second read-out of Autophagy mod, no call of its own (marks repeat the call); toxicity, %; measured here: cell loss, nuclei count;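 cell loss after 18 h compound exposure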
# Active calls of the source: *; i = inactive; ? = inconclusive; · = no result given. Unless noted, no stated cut-off is given here; in the data, active means inhibition above about 50%; inactive means the rest.
SMILES,Insulin prom up,Insulin prom up cell count,human PMI inhibition,MT stabilizer,MT stabilizer Hoechst-high %,MT stabilizer cytotoxicity %,bCat nuc transl,bCat nuc transl cell count 5 µM,Yfh1-off respiration,Autophagy mod,Autophagy mod cell loss 18 h,Dynein transport,Dynein transport cytoplasmic EGFP,Dynein transport nuclear GR-EGFP,Dynein transport cell count,WT yeast gro inh,WT yeast gro inh mutant strain,human PMI inhibitors
O=C(CSc1nnc2n(C3CCCC3)c(=O)c3ccccc3n12)N1CCCCCC1,-0.19,981,-4%,2.4,2.1,8.0,0.2,989,i,i,25,-0.06,-0.37,0.11,0.56,-1,11,-4%
CCN1CCN(c2ncnc3c2nnn3Cc2ccccc2)CC1,0.08,1224,-4%,5.1,3.2,6.6,-6.6,907,i,i,8,0.41,-0.24,0.32,-0.13,-11,6,-1%
CCOc1ccccc1OCCOc1ccccc1CC,-0.1,1510,5%,1.8,0.8,2.8,3.2,1268,i,i,-20,0.052,-0.21,0.57,-0.35,13,13,5%
CN(c1ccccc1)S(=O)(=O)c1cccc(NC(=O)CN2CCc3ccccc3C2)c1,0.29,1313,12%,7.6,2.4,13,-6.4,1081,i,i,5,-0.25,-0.064,0.23,0.86,0,16,12%
CC(=O)Nc1cccc(NC(=S)Nc2ccc(F)c(Cl)c2)c1,0.26,1374,14%,3.4,1.4,2.1,-1.0,1119,i,i,28,0.23,-0.19,0.36,-0.1,17,9,41%
CCOc1ccc(N(C)S(=O)(=O)c2ccc(C)c(C(=O)OCC(=O)c3c[nH]c4ccccc34)c2)cc1,·,·,20%,2.4,3.8,0.0,0.7,1559,?,i,0,1.5,-0.13,0.44,-0.059,-16,-9,19%
CSCCCNC(=S)Nc1ccc(N2CCOCC2)cc1,0.18,1261,2%,2.1,1.6,11,-0.4,1153,i,i,17,-0.51,-0.22,-0.48,1,-4,2,4%
COc1cccc(CNn2cn[nH]c2=S)c1OCc1ccccc1,-0.97,1464,16%,3.0,1.9,2.5,0.4,1495,i,i,6,-0.32,-0.23,0.033,0.34,2,12,13%
Cc1cc(C)c2[nH]c(=O)c(C(c3nnnn3Cc3ccc4c(c3)OCO4)N3CCCCC3)cc2c1 (stereo unspecified),1,1244,19%,·,·,·,-3.6,1198,i,·,·,·,·,·,·,·,·,9%
Fc1ccc(NC(=S)Nc2ccccc2Cl)cc1,-0.17,1537,0%,2.3,2.0,6.3,-4.1,1093,i,i,29,-0.58,-0.19,-0.14,0.83,0,8,2%
CCOc1ccc(-c2nc(N)nc(C)c2-c2ccc(OC)c(OC)c2)c(O)c1,0.12,1143,4%,4.0,3.0,6.9,-1.8,1053,i,i,15,-0.41,-0.27,-0.18,0.24,5,-9,7%
Clc1nc2nc3n(c2nc1Cl)CCC3,0.96,967,·,·,·,·,-0.9,1333,i,·,·,0.44,-0.22,0.87,0.35,·,·,·
C/C(=N\NC(=O)C(=O)Nc1c(C)n(C)n(-c2ccccc2)c1=O)c1ccc(Cl)s1,-1.5,864,·,·,·,·,-0.7,1310,i,·,·,0.95,0.28,0.88,-0.61,·,·,·
CCC(=O)Nc1c(S(=O)(=O)c2ccccc2)c2nc3ccccc3nc2n1C(C)c1ccccc1 (stereo unspecified),0.23,1282,11%,3.6,3.0,10,3.8,520,i,i,-5,-0.82,-0.3,-0.71,0.88,11,-19,28%
COC(=O)C1=CN(Cc2cccs2)C=C(C(=O)OC)C1c1ccc(OC)cc1OC,0.04,1709,14%,1.9,1.2,3.3,-1.1,932,i,i,5,-0.5,-0.34,0.037,1.4,7,-5,19%
Clc1ccccc1Cc1noc(CN2CCCCC2CCc2ccccn2)n1 (stereo unspecified),-0.71,1463,23%,4.9,2.9,9.3,0.7,849,i,i,6,-0.75,-0.27,-0.29,0.69,14,14,16%
O=C1CN(C(=O)COC(=O)c2ccc[n+]([O-])c2)c2ccccc2N1,0.64,1400,-3%,1.9,2.6,10,-4.1,1070,i,i,-11,0.59,-0.058,0.44,0.51,4,-12,-4%
CC(C)COc1ccc(CNC(=S)N/N=C/c2ccc([N+](=O)[O-])cc2)cc1,0.81,974,2%,0.8,1.2,20,·,·,i,i,1,-0.51,-0.09,-0.25,0.52,-1,7,4%
COCCNC(=O)c1cn(Cc2c(F)cccc2Cl)nn1,0.71,1510,5%,3.5,1.6,8.5,3.0,1367,·,i,-3,0.32,-0.19,-0.45,-0.52,-20,-16,-6%
COc1ccc(C(=O)NC(Cc2ccc(OC(=O)c3ccc(OC)cc3)cc2)C(=O)O)cc1 (stereo unspecified),·,·,7%,3.0,2.9,10,-0.2,1502,i,i,-8,0.55,-0.22,-0.08,0.16,-17,-19,6%
CN(CCC#N)C(=O)COC(=O)/C=C/c1cccs1,-0.81,1404,2%,2.1,1.8,4.3,0.3,1133,i,i,6,-0.03,-0.28,0.041,0.12,-4,-11,8%
Cc1[nH]c2ccc(Cl)cc2c(=O)c1CN1CCCC1,0.07,1398,·,1.6,1.0,6.4,-0.4,1609,i,i,2,-0.87,-0.19,-0.62,1.2,-9,5,·
CC(CC1CC(C)(C)OC1=O)C(=O)Nc1ccc([N+](=O)[O-])cc1 (stereo unspecified),0.79,1539,15%,3.7,2.1,5.7,0.7,1053,i,i,5,0.98,-0.27,0.18,-0.53,14,1,8%
COc1cccc(CN(CC2CCCO2)S(=O)(=O)c2ccc(S(=O)(=O)NCC3CCCO3)cc2)c1OC (stereo unspecified),·,·,-8%,1.0,0.8,2.6,·,·,i,i,-2,1.1,-0.4,0.11,-0.28,3,2,-21%
C=CCN1C(=O)/C(=C2/Sc3ccc(OC)cc3N2C)SC1=Nc1ccc(OC)cc1,0.78,1159,3%,2.9,4.0,5.1,4.2,1092,i,i,3,0.46,0.54,0.6,-0.14,-3,6,24%
O=C(c1cc(-c2cccc(O)c2)on1)N1CCOCC1,-0.1,1907,7%,3.0,2.0,8.4,-1.7,1135,i,i,13,-0.58,-0.21,-0.2,0.58,3,0,7%
COCCNC(=O)c1cc(C(=O)CC(C)C)c[nH]1,-0.27,1300,-3%,2.7,1.6,5.6,0.6,1297,i,i,13,0.49,0.28,0.45,-0.21,-3,4,1%
CCOc1ccc(NC(=O)N2CCC(n3c(=O)[nH]c4ccccc43)CC2)cc1,0.34,964,2%,2.8,1.7,10,·,·,i,i,5,0.48,0.032,0.46,-0.81,20,3,9%
CCCCCCC1NC(C(=O)O)CS1 (stereo unspecified),0.06,1951,9%,1.4,2.5,14,0.6,1169,i,i,-1,-0.85,-0.21,-0.69,1.9,10,5,10%
Cc1cc(NC(=O)COC(=O)CNS(=O)(=O)c2ccc(C)c(C)c2)no1,0.74,1171,-9%,2.8,3.2,9.1,-4.0,1030,i,i,-1,-0.75,-0.27,-0.29,0.26,-7,3,4%
CCOc1cc(-c2noc(-c3cccnc3)n2)ccc1OC,-1.1,937,6%,3.7,2.6,5.2,-3.5,1185,i,i,12,-0.52,-0.26,-0.38,0.12,9,15,1%
O=C(CN(C(=O)CNC(=O)c1ccco1)c1ccc2c(c1)OCCO2)NC1CCCCC1,0.1,1740,3%,2.4,1.7,7.3,1.3,938,i,i,-11,-0.63,-0.28,0.057,0.58,8,6,0%
O=S(=O)(NC1CCCc2ccccc21)c1cnc[nH]1 (stereo unspecified),1.1,1269,10%,3.8,1.2,3.9,0.2,816,i,i,17,-0.14,-0.26,0.099,1,4,3,2%
O=C(N/N=C\CCc1ccccc1)c1ccco1,0.17,1221,-6%,2.9,2.2,2.7,-1.8,566,i,i,4,0.082,-0.23,0.0096,0.62,0,-2,-7%
Clc1ccc(-c2nnc(CSc3nnc(-c4cccs4)n3Cc3ccccc3)o2)cc1,-1.6,767,6%,3.5,1.2,15,-4.8,568,i,i,19,-0.32,-0.28,0.35,0.37,26,-11,8%
Cc1cccc2cc(CN(Cc3ccccc3)C(=O)c3cccc(F)c3)c(Cl)nc12,-0.07,1589,14%,3.0,1.7,5.0,-1.9,1340,i,i,-28,-1.4,-0.01,-0.041,4.3,34,-4,15%
N#C/C(=C\c1ccc(F)c(F)c1)C(=O)NC1CCCCC1,-0.97,1299,6%,6.8,1.4,7.2,1.3,1072,i,i,-16,1,-0.14,0.4,-0.59,5,13,8%
Cn1c(=O)c2cc(S(=O)(=O)NCCC(=O)NCCc3ccc(Cl)cc3)ccc2n(C)c1=O,·,·,2%,4.8,2.6,18,·,·,i,i,13,0.93,-0.28,0.58,-0.42,-4,43,0%
COc1ccccc1CNC(=O)COC(=O)Cc1ccc(Cl)cc1,1.9,1254,9%,4.3,2.5,5.3,-2.2,1094,i,i,7,-0.4,-0.25,-0.46,0.3,-15,-3,6%
